Source: PubChem BioAssay
D3 ag: activates the human D3 dopamine receptor | P35462 | D3R DiscoveRx beta-arrestin cells, luminescence, 90 min | max activation, % | actives 0.58% (n = 410,000) | AID 652048; in the data active = max activation above about 30%; also: 0% is about no effect; mostly tested at two doses, the higher about 12 µM
Target sequence (P35462 whole entry, looked up): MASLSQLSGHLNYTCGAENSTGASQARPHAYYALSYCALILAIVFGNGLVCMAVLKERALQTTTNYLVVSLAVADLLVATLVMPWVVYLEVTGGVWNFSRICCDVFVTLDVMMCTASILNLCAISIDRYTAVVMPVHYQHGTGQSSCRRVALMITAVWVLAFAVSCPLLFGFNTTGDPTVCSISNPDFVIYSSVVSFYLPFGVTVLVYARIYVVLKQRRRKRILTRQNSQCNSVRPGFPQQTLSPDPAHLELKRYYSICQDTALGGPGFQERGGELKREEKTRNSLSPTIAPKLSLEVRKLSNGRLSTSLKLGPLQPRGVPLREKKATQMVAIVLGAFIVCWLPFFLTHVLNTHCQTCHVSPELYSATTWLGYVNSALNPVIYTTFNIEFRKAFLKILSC
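Agonist mode: compounds and dopamine controls were applied to plated cells for 90 min at 37 degrees C after an overnight attachment at 1500 cells/well. Luminescent read-out followed 30 - 60 minutes at room temperature with DiscoveRx detection reagent.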
GLP1R cytotox: cytotoxicity in counter-screen for GLP-1R inverse agonists. HEK293 cAMP-luciferase reporter cells, luminescence, 24 h. Potency, µM (highest dose often 38.3 µM), for the others: at the highest dose activity change, negative = inhibition, hits mostly inhibitors. actives 0.13% (n = 410,000). AID 624418; active = well fitted inhibition curve with a large enough effect; inconclusive = small, poorly fitted or top-dose-only effect, or another doubt; inactive = no such curve, though single readings can be large or run the other way;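 also: loss of luciferase light is scored as toxicity; potency is read from the fitted curve at half-maximal effect; % is scaled to controls: 0 for no effect and ±100 for the full control effect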
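Compound-treated cells are incubated 24 hr at 37 deg C under 5% CO2 after a 12 hour attachment period, then luciferase detection reagent is added and luminescence is measured following 12 min at room temperature; lowered signal indicates toxicity.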
* hit, by the source's call; [ ] = another dose, or the depositor's remark. An excerpt (hit frequency here may not be typical).

Screening Nc1nonc1-c1nc2ccccc2n1CC(=O)Nc1cccc(C(F)(F)F)c1 returned D3 ag 7 and GLP1R cytotox -22%.
`O=C(NCc1ccccc1Cl)c1ccc2c(c1)NC(=O)C(CS(=O)(=O)Cc1ccc(Cl)cc1)N2` (configuration not stated) gave D3 ag -10 and GLP1R cytotox 2%.
For CCOc1ccc(NC(=O)c2sc(-n3nc(C)c(Cc4ccc(Cl)cc4)c3C)nc2C)cc1 the results were D3 ag -3 and GLP1R cytotox 0%.
For O=C(Cn1c(=O)n(-c2ccc(F)cc2)c(=O)c2sccc21)Nc1cccc(C(F)(F)F)c1 the results were D3 ag -6 and GLP1R cytotox inconclusive.
For COc1cc(C2c3c(-c4ccccc4O)n[nH]c3C(=O)N2Cc2ccncc2)cc(OC)c1OC (configuration not stated) the results were D3 ag 3 and GLP1R cytotox 1%.
For CC(C)c1nn2c(=O)cc(COC(=O)c3cccc(NC(=O)COc4ccc(F)cc4)c3)nc2s1 the results were D3 ag 17 and GLP1R cytotox -8%.
CCCC(CCC)C(=O)Nc1cccc(-c2nc3cccnc3s2)c1 was read as D3 ag -5 and GLP1R cytotox 3%.
Screening O=C(Nc1ccccc1Cl)c1ccc(F)c(S(=O)(=O)NCc2ccc(Cl)c(Cl)c2)c1 returned D3 ag 3 and GLP1R cytotox -16%.
Screening O=C(NCc1ccc(F)cc1)c1ccc2c(Cl)c3c(nc2c1)CCCC3 returned D3 ag -14 and GLP1R cytotox -2%.
Cc1ccc(C)c(N2CCN(C(=O)c3c(C)oc4nc(C)nc(N5CCOCC5)c34)CC2)c1 was read as D3 ag -17 and GLP1R cytotox 9%.
`COc1ccc(Cl)cc1NC(=O)c1cc(C)nn1-c1ccccc1` gave D3 ag -7 and GLP1R cytotox -5%.
`O=C(Nc1ccc(F)c(F)c1)c1cc(S(=O)(=O)NCc2ccc3c(c2)OCO3)ccc1F` gave D3 ag -3 and GLP1R cytotox -8%.
O=C(CSc1nc(=O)n(Cc2ccccn2)c2c1CCC2)Nc1ccccc1 was read as D3 ag -1 and GLP1R cytotox 1%.
For O=C(Nc1noc2ccccc12)c1cccc(Cl)c1Cl the results were D3 ag -9 and GLP1R cytotox 2%.
CCOC(=O)c1c(C)[nH]c(C)c1S(=O)(=O)N1CCN(c2cc(Cl)ccc2C)CC1 was read as D3 ag -25 and GLP1R cytotox -21%.
For Cc1ccc(NC(=O)Cn2nnc(C(=O)NCCc3ccccc3)c2N)cc1C the results were D3 ag -5 and GLP1R cytotox 4%.
Screening Cc1cccc(-c2nc(CCNC(=O)Cc3ccc(F)cc3)cs2)c1 returned D3 ag 0 and GLP1R cytotox 2%.
`COc1ccc(C(=O)N2CCC(c3nc(-c4ccc(S(=O)(=O)N5CCCC5)cc4)no3)CC2)cc1` gave D3 ag 4 and GLP1R cytotox 1%.
Screening CC(=O)Nc1cc(C(=O)NCc2ccc(F)cc2Cl)ccc1Sc1ccc(Cl)cc1 returned D3 ag 12 and GLP1R cytotox -5%.
CCOC(=O)c1c(NC(C)=O)c2c3c(sc2n1Cc1cccc(Cl)c1)CCCC3 was read as D3 ag -4 and GLP1R cytotox -6%.

The final 3 entries of the section above are carried over, then new ones follow.
`COc1ccc(C(=O)N2CCC(c3nc(-c4ccc(S(=O)(=O)N5CCCC5)cc4)no3)CC2)cc1` gave D3 ag 4 and GLP1R cytotox 1%.
Screening CC(=O)Nc1cc(C(=O)NCc2ccc(F)cc2Cl)ccc1Sc1ccc(Cl)cc1 returned D3 ag 12 and GLP1R cytotox -5%.
CCOC(=O)c1c(NC(C)=O)c2c3c(sc2n1Cc1cccc(Cl)c1)CCCC3 was read as D3 ag -4 and GLP1R cytotox -6%.
`COc1ccc2nc(N(Cc3cccnc3)C(=O)C3COc4ccccc4O3)sc2c1` (configuration not stated) gave D3 ag -10 and GLP1R cytotox 0%.
For Cc1ccc(NC(=O)CSc2ncn[nH]2)cc1C the results were D3 ag -1 and GLP1R cytotox 1%.
COc1ccc(-c2nn(C)c3sc(C(=O)Nc4cc(OC)c(OC)c(OC)c4)cc23)cc1OC was read as D3 ag 4 and GLP1R cytotox inconclusive.
`CCOc1ccc(CNC(=O)c2cnc3sc(N4CCCCCC4)nn3c2=O)cc1OC` gave D3 ag -13 and GLP1R cytotox 2%.
Screening O=C(Nc1cccc(F)c1)C1CCN(S(=O)(=O)c2cccc3nsnc23)CC1 returned D3 ag -7 and GLP1R cytotox 0%.
Cn1nc(C(=O)NCCc2ccc(Cl)cc2)c2c1-c1ccccc1SC2 was read as D3 ag 3 and GLP1R cytotox 0%.
`Cc1ccc(NC(=O)Cn2nc(Cc3ccncc3)c3ccccc3c2=O)c(Cl)c1` gave D3 ag -11 and GLP1R cytotox 0%.
`CSc1ccc(CNC(=O)CCn2c(=O)c3cccn3c3ccc(F)cc32)cc1` gave D3 ag -18 and GLP1R cytotox -3%.
Screening CC(=O)c1nnn(-c2ccc(C)cc2Cl)c1C returned D3 ag 15 and GLP1R cytotox -3%.
COc1ccc(C2c3c(-c4ccccc4O)n[nH]c3C(=O)N2CCc2ccccc2)cc1 (configuration not stated) was read as D3 ag -2 and GLP1R cytotox inconclusive.
Screening O=C(Nc1ccc2oc(-c3cc(Br)ccc3Cl)nc2c1)c1cc2ccccc2o1 returned D3 ag -15 and GLP1R cytotox 0%.
`Cc1ccc(NC(=O)C(Cc2ccccc2)n2cccc2)cc1C` (configuration not stated) gave D3 ag -22 and GLP1R cytotox -4%.
Screening Cc1ccc(N2CC(NC(=O)Cc3cccs3)CC2=O)cc1C (configuration not stated) returned D3 ag 9 and GLP1R cytotox 3%.
For Cn1nc(-c2ccc(OCC(=O)Nc3ccc(Cl)cc3)cc2)c2ccccc2c1=O the results were D3 ag 4 and GLP1R cytotox -9%.
For Cc1ccccc1CNC(=O)Cn1c(=O)c2cccn2c2cccnc21 the results were D3 ag 1 and GLP1R cytotox -1%.
CCc1ccc(NC(=O)c2ccc(F)c(S(=O)(=O)N3CCN(c4cc(C)ccc4C)CC3)c2)cc1 was read as D3 ag 11 and GLP1R cytotox 0%.
For CCc1nn2c(=O)cc(COC(=O)c3ccc(NC(=O)COc4ccc(C)cc4)cc3)nc2s1 the results were D3 ag -6 and GLP1R cytotox 1%.
`Cn1nnc2c(NCCc3ccccc3)ncnc21` gave D3 ag 1 and GLP1R cytotox -3%.
CCCCOc1ccc(NC(=O)Cn2nnnc2-c2ccccc2F)cc1 was read as D3 ag 8 and GLP1R cytotox 0%.
`COc1ccc(C(=O)Nc2ccc3c(c2)N(C)C(=O)c2ccccc2S3)cc1OC` gave D3 ag 0 and GLP1R cytotox -24%.

Four entries picked at random from those above, as already listed:
COc1ccc(C2c3c(-c4ccccc4O)n[nH]c3C(=O)N2CCc2ccccc2)cc1 (configuration not stated) was read as D3 ag -2 and GLP1R cytotox inconclusive.
`Cn1nnc2c(NCCc3ccccc3)ncnc21` gave D3 ag 1 and GLP1R cytotox -3%.
For Cn1nc(-c2ccc(OCC(=O)Nc3ccc(Cl)cc3)cc2)c2ccccc2c1=O the results were D3 ag 4 and GLP1R cytotox -9%.
`COc1ccc2nc(N(Cc3cccnc3)C(=O)C3COc4ccccc4O3)sc2c1` (configuration not stated) gave D3 ag -10 and GLP1R cytotox 0%.

Sorted by heavy-atom count (rising): part of the list above.
Screening Cc1ccc(N2CC(NC(=O)Cc3cccs3)CC2=O)cc1C (configuration not stated) returned D3 ag 9 and GLP1R cytotox 3%.
Screening O=C(Nc1cccc(F)c1)C1CCN(S(=O)(=O)c2cccc3nsnc23)CC1 returned D3 ag -7 and GLP1R cytotox 0%.
COc1ccc(-c2nn(C)c3sc(C(=O)Nc4cc(OC)c(OC)c(OC)c4)cc23)cc1OC was read as D3 ag 4 and GLP1R cytotox inconclusive.

(listing goes on)
Screening CCN(CC)c1ccc(NC(=O)C2CCN(S(=O)(=O)c3c(C)noc3/C=C/c3ccccc3F)CC2)c(C)c1 returned D3 ag 6 and GLP1R cytotox 3%.
Screening O=C(O)c1c(CNCc2cccc(F)c2)c2ccccc2n1Cc1ccccc1 returned D3 ag -27 and GLP1R cytotox -6%.
`Cc1nc2ccccn2c(=O)c1NC(=O)c1c(F)cccc1F` gave D3 ag 3 and GLP1R cytotox 11%.
Screening O=C(Nc1ccc(Cl)c(Cl)c1)N1CCC(c2ccccc2)C1 (configuration not stated) returned D3 ag -7 and GLP1R cytotox -9%.
Cc1ccc(C)n1-c1nnc(N2CCCC(C(=O)NCc3cccc(Cl)c3)C2)s1 (configuration not stated) was read as D3 ag -4 and GLP1R cytotox 0%.
COCCNC(=O)CCCn1c(SCc2ccccc2C)nc2c(sc3ccccc32)c1=O was read as D3 ag -11 and GLP1R cytotox 2%.
Screening COc1ccc(Br)cc1CNC(=O)c1ccc2c(c1)N(Cc1ccc(C)cc1)CCS2 returned D3 ag -7 and GLP1R cytotox 1%.
Screening CCOC(=O)C1CCC(CN(Cc2c(Cl)cccc2Cl)S(=O)(=O)c2ccc(F)c(C)c2)CC1 (configuration not stated) returned D3 ag 5 and GLP1R cytotox 11%.
CC(=O)N1CCc2cc(CNS(=O)(=O)c3ccc(C(C)(C)C)cc3)ccc21 was read as D3 ag 0 and GLP1R cytotox 7%.
Screening O=C(CN1C(=O)CSc2ccc(S(=O)(=O)N3CCCC3)cc21)NCc1ccc(Cl)cc1 returned D3 ag -10 and GLP1R cytotox 0%.
For COc1cc(NC(=O)CN2C(=O)C(c3ccc(C)cc3)=NC23CCCCC3)cc(OC)c1 the results were D3 ag 8 and GLP1R cytotox -16%.
Screening COc1cccc(C(=O)Nc2nc3nc(C)c(C)c(=O)n3[nH]2)c1 returned D3 ag -3 and GLP1R cytotox 7%.
O=C(NC1CCCC1)c1ccc2c(c1)N(Cc1ccccc1Cl)C(=O)c1ccccc1S2 was read as D3 ag 0 and GLP1R cytotox -5%.
Screening CCCCN(CC)CCCNC(=O)c1c(C)oc2ncnc(N3CCOCC3)c12 returned D3 ag 60* and GLP1R cytotox 2%.
For Cc1nn(CC(=O)N2CCN(c3ccccc3F)CC2)c(=O)c2cccn12 the results were D3 ag 4 and GLP1R cytotox -1%.
`COc1ccc(-c2cc3ccc(O)c(CN4CCC(C)CC4)c3oc2=O)cc1` gave D3 ag 3 and GLP1R cytotox 363%[activator].
Screening CCCCc1nn2c(=O)cc(COC(=O)c3ccc(NC(=O)c4ccccc4C)cc3)nc2s1 returned D3 ag -4 and GLP1R cytotox -8%.
Screening O=C(Nc1ccc(OCc2cc(=O)n3ccccc3n2)cc1)c1ccccc1Cl returned D3 ag -9 and GLP1R cytotox -2%.
`CC1=C(c2ccc(Cl)cc2)S(=O)(=O)N=C1N1CCN(c2cccc(C(F)(F)F)c2)CC1` gave D3 ag 7 and GLP1R cytotox -1%.
CCOc1ccc(N(C)C(=O)c2oc(=O)c3ccccc3c2-c2ccccc2)cc1 was read as D3 ag -20 and GLP1R cytotox -1%.
COc1cc(Cl)c(C)cc1NC(=O)CSc1ncc(S(=O)(=O)c2ccc(C(C)(C)C)cc2)c(=O)[nH]1 was read as D3 ag 6 and GLP1R cytotox 0%.
Cc1ccc(Cn2c(=O)n(-c3cc(C)cc(C)c3)c(=O)c3oc4ccccc4c32)cc1 was read as D3 ag -9 and GLP1R cytotox 3%.
Screening Cc1ccc(C)c(Cn2c(=O)c3c(nc4n3CCN4c3ccccc3)n(C)c2=O)c1 returned D3 ag 15 and GLP1R cytotox -7%.
For Cc1ccc(-n2nnc(-c3nc(-c4cccs4)no3)c2N)c(C)c1 the results were D3 ag 3 and GLP1R cytotox 6%.
Cc1ccc(C)c(NC(=O)N2CCC(CN3CCOCC3)CC2)c1 was read as D3 ag -6 and GLP1R cytotox 13%.
`CC(=O)C1=C(c2ccc(Cl)c(Cl)c2)N(C(C)=O)n2c(nnc2-c2ccccc2)S1` gave D3 ag -2 and GLP1R cytotox -3%.
`O=C(c1ccc2c(c1)N(Cc1cccc(Cl)c1)C(=O)c1ccccc1S2=O)N1CCN(c2cccc(C(F)(F)F)c2)CC1` (configuration not stated) gave D3 ag -11 and GLP1R cytotox -4%.
Screening Cc1coc2c(C)c3oc(=O)c(CCC(=O)N4CCCCC4)c(C)c3cc12 returned D3 ag 0 and GLP1R cytotox 3%.
`CCOC(=O)c1ccc(N2C(=O)c3n[nH]c(-c4ccco4)c3C2c2ccc(OCC)cc2)cc1` (configuration not stated) gave D3 ag 8 and GLP1R cytotox -29%.
`O=C(c1ccc2c(c1)N(Cc1ccccc1)C(=O)c1ccccc1S2(=O)=O)N1CCC(Cc2ccccc2)CC1` gave D3 ag 4 and GLP1R cytotox 1%.
Screening COc1ccc(CNC(=O)CN(C)S(=O)(=O)c2ccc3nc(C)sc3c2)cc1 returned D3 ag 9 and GLP1R cytotox 3%.
Cn1c(C(=O)NCc2ccccc2F)cc2oc3ccccc3c21 was read as D3 ag -2 and GLP1R cytotox -5%.
COc1ccc(S(=O)(=O)NCC(c2ccco2)S(=O)(=O)c2ccc(C)cc2)cc1F (configuration not stated) was read as D3 ag 3 and GLP1R cytotox -2%.
`CCOc1ccc(CN2CCN(Cc3ccc4c(c3)c3ccccc3n4CC)CC2)cc1` gave D3 ag -13 and GLP1R cytotox -21%.
Screening CCN(CC)CCNC(=O)c1ccc2c(c1)sc1nc(-c3ccc(F)cc3)cn12 returned D3 ag -24 and GLP1R cytotox 8%.

A section taken from the entries so far, as a working copy:
COc1cc(Cl)c(C)cc1NC(=O)CSc1ncc(S(=O)(=O)c2ccc(C(C)(C)C)cc2)c(=O)[nH]1 was read as D3 ag 6 and GLP1R cytotox 0%.
Cc1ccc(Cn2c(=O)n(-c3cc(C)cc(C)c3)c(=O)c3oc4ccccc4c32)cc1 was read as D3 ag -9 and GLP1R cytotox 3%.
